Screening data deposited in PubChem BioAssay by several laboratories.
KCNQ2 inh: KCNQ2 channel blockers in CHO-K1 cells – cell-based, FluxOR thallium flux, B-score, primary screen (AID 2156); O88943; B-score at 10 µM; 20 min; hits give low values; 1.1% of 310,000 active;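 active means fluorescence ratio B-score at most minus 3 library SDs, with starting brightness B-score within 2 library SDs, cut at about -5.5 in these data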
Target sequence (O88943 whole entry, looked up): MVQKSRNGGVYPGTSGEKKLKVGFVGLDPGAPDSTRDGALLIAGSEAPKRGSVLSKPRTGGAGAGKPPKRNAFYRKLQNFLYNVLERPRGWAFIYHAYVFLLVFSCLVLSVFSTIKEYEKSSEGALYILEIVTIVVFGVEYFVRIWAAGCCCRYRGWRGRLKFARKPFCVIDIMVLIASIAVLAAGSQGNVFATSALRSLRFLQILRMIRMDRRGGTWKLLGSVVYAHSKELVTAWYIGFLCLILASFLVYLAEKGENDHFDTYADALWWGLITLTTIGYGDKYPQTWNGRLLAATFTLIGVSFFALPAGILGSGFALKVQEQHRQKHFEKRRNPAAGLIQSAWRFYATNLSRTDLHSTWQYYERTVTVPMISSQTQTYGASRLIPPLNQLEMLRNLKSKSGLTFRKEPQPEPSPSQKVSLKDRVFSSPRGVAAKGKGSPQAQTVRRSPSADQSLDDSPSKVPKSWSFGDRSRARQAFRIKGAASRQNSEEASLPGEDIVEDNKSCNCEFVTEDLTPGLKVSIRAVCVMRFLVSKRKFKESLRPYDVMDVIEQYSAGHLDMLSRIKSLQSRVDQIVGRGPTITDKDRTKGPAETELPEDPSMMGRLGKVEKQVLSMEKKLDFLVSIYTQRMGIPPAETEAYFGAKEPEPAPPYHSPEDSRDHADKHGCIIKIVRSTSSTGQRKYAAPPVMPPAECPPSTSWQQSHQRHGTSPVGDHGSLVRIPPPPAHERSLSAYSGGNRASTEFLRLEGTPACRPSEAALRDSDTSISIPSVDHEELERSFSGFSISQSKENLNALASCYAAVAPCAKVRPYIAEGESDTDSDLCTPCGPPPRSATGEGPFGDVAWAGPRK
Kir21 inh: Kir2.1 (mouse) channel inhibition; P35561; HEK293-Kir2.1, FluxOR thallium flux fluorescence; hits give low values; B-score at 10 µM; 0.85% of 310,000 active; AID 1672;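 active means fluorescence ratio B-score at or below minus 3 SD of library scores, with starting-brightness B-score within 2 SD, cut at about -4.2 in these data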;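 further: channel flux triggered by added potassium and thallium sulfate stimulus; B-score of peak minus minimum fluorescence over baseline after thallium stimulus; more negative B-score means stronger Kir2.1 block with less thallium influx; some compounds called inactive have numbers as strong as hits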
STK33 kinase inh: human STK33 kinase inhibition. purified STK33, MBP phosphorylation, ADP-Glo luminescence. inhibition, % at 10 µM. 0.073% of 320,000 active. AID 2661;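 active means inhibition at or above 25%, using the most active replicate where run in duplicate; inactive means inhibition below 25%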
The depositor's hits bear a star; i = inactive; . = not tested or not shown.

SMILES	KCNQ2 inh	Kir21 inh	STK33 kinase inh
CCCCN(CCCC)CCCNC(=O)C1CC(c2cc(C(F)(F)F)cc(C(F)(F)F)c2)=NO1 (stereo not given)	i	-0.07	-1.5
Cc1cc(C)n2nc(SCC(=O)NCc3ccco3)nc2n1	i	-1.07	-0.7
COC(=O)c1ccc(CSc2nc(C(F)F)cc(C)c2C#N)o1	i	-1.44	-2.8
CC(C)CCn1cnc2c([nH]c3cccc(Cl)c32)c1=O	i	2.03	-0.5
Cc1ccc(NS(=O)(=O)c2c(C(=O)N3CCOCC3)c(C)n(C)c2C)cc1C	i	-2.64	1.5
O=C(CSc1nccn1-c1ccccc1)NCc1ccc(F)cc1	i	-0.53	-0.1
CC(=O)Nc1ccc(S(=O)(=O)Nc2ccccc2C(=O)N2CCOCC2)cc1	i	0.09	-1.4
COc1ccc2oc(C(=O)CCC(=O)O)c(N)c2c1	i	-0.36	1.3
Oc1ccccc1C1CC(c2cccs2)=NC(c2ccc(Cl)cc2)N1 (stereo not given)	i	0.24	-0.2
COc1cccc(OC)c1C(=O)NC(=S)Nc1ccc2c(c1)OCCO2	i	0.32	-1.8
Cc1ccc(NC(=O)CN2C(=O)NC(C)(CCc3ccccc3)C2=O)cc1 (stereo not given)	i	-1.01	-0.4
O=C(Nc1cccc(-c2ccc(N3CCOCC3)nn2)c1)c1ccccc1Cl	i	0.03	0.1
O=C(Nc1ccccc1C(=O)N1CCCCC1)NC1CCCCC1	i	-0.51	-0.2
CC(C)c1ccc(NS(=O)(=O)c2ccc3c(c2)oc(=O)n3C)cc1	i	-0.55	-0.6
CCOc1ccc(S(=O)(=O)n2ccc(C)n2)cc1	i	-0.23	-2.5
CCOC(=O)CNc1nc(C(C)(C)C)nc2c1nnn2Cc1ccccc1Cl	i	-1.4	-1.9
Cc1ccc(S(=O)(=O)NCC(=O)N2CCN(c3ccccc3F)CC2)cc1	i	-1.34	-0.9
CC[C@H](C)[C@H](NC(=O)c1ccccc1)C(=O)NC(CC(=O)O)c1ccc(F)cc1 (stereo not given in full)	i	1.3	-0.4
O=C(NCc1ccc(F)cc1)C(c1cccs1)N(C(=O)c1csnn1)C1CC1 (stereo not given)	i	-2.11	-0.6
COc1cccc(NC(=S)N(CCCN2CCOCC2)Cc2cn(C)c3ccccc23)c1	i	0.01	-2.1
Cc1ccc(NC(=O)CS(=O)CC(=O)Nc2ccccc2-c2ccc(C)o2)cc1 (stereo not given)	i	0.91	0.3
CCOCCCn1c(SCC(=O)Nc2ccc(NC(C)=O)cc2)nc2ccccc2c1=O	i	0.02	-1.1
CC1C(=O)Nc2ccccc2N1C(=O)c1ccc(O)cc1 (stereo not given)	i	0.01	-1.7
Cc1ccccc1NC(=O)CNc1ccccc1N1CCCCC1	-5.56*	-2.18	1.1
CN(/N=C/c1ccc(Cl)cc1)c1ncc(Cl)cc1C(F)(F)F	i	1	-1.4
Continuation:
SMILES	KCNQ2 inh	Kir21 inh	STK33 kinase inh
COc1ccc(Cn2cccc(NC(=O)Nc3ccc(C#N)cc3)c2=O)cc1	i	-0.7	0.8
Cc1ccc(/C=C/c2nc3ccccc3[nH]2)o1	i	-0.02	-1.1
COc1ccc(S(=O)(=O)Nc2cccnc2)c(Cl)c1Cl	i	-2.12	-0.7
CC1CC(C)CN(S(=O)(=O)N2CCC(C(=O)NCCc3ccccc3)CC2)C1 (stereo not given)	i	1.12	-0.6
CCOc1ccc(OCCCCOc2ccccc2C(C)=O)cc1	i	0.07	-0.8
Cc1nnc(NC(=O)c2ccc3ccccc3n2)s1	i	0.24	-1.7
CCOc1ccc2c(=O)c(-c3ccc4c(c3)OCCCO4)c(C)oc2c1	i	0.06	-0.3
COc1cccc(CNC(=O)C(=O)NCCC2CCCCN2S(=O)(=O)c2ccc(C)cc2)c1 (stereo not given)	i	-0.02	-0.9
CCCn1c(=O)n(C)c(=O)c2c(SCC(=O)NCc3ccco3)nc(C3CC3)nc21	i	3.31	0.9
COc1cc(N/C=C2\CC(=O)NC(C)=C2C#N)cc(OC)c1OC	i	0.46	0.7
CCCCc1c(O)nc2ccccn2c1=O	i	-0.22	-0.9
COc1cccc(NC(=S)N2CCC(NC(=O)C3CCCCC3)CC2)c1	i	1.23	-1.5
COc1ccc(C)cc1NC(=O)CSc1nnc(CC(=O)Nc2ccccc2F)n1C	i	-0.96	-1.6
COC(=O)c1cccc2c1-c1ccccc1/C2=N\NC(N)=O	i	0.15	13.2
O=C(Nc1cc(SCCO)cc([N+](=O)[O-])c1)c1ccc(Br)o1	i	-2.42	5.0
CCOc1ccccc1N(CC(=O)N1CCOCC1)S(=O)(=O)c1ccccc1	i	0.47	0.2
Cc1csc(NC(=O)c2ccc(S(C)(=O)=O)cc2)n1	i	0.03	1.2
CCOC(=O)CSc1nnc(CNC(=O)c2ccco2)n1-c1ccc(F)cc1	i	-0.24	-1.2
CCCCNC(=O)N1CCN(Cc2ccc(F)cc2)CC1	i	-3.03	-1.8
O=C(CCc1nnc(CCCCc2ccccc2)o1)N1CCCCC1CCO (stereo not given)	i	0.02	-0.2
Cc1cc(C)nc(Nc2nc(-c3ccccc3)cs2)n1	i	-0.14	-0.6
CN(C(=O)Cc1ccccc1)n1cnnc1	i	0.62	-1.5
CN1CCN(c2ccccc2NC(=O)c2ccc(F)cc2)CC1	i	-0.16	-0.5
COc1cc2cc(CN(CCc3cccc(C)c3)C(=S)NCCCN(C)C)c(=O)[nH]c2cc1OC	i	-3.09	1.5
CC(C)(C)c1ccccc1NC(=O)c1ccco1	i	2.09	-1.6
The list continues:
SMILES	KCNQ2 inh	Kir21 inh	STK33 kinase inh
COC(=O)CSC1=C(C#N)C(c2ccc(C(C)C)cc2)CC(=O)N1 (stereo not given)	i	2.12	-1.2
COc1ccc(C(=O)NCC(=O)OCC(=O)Nc2cc([N+](=O)[O-])ccc2F)cc1	i	-1.22	-1.5
O=C(Cc1ccccc1)NCC(=O)N/N=C/c1ccc(Cl)cc1	i	0.01	-2.7
O=C(c1ccc(S(=O)(=O)N2CCOCC2)cc1)N1CCN(C2=NS(=O)(=O)c3ccccc32)CC1	i	0.04	-2.2
COCCCC1CCN(C(=O)C2CCC(=O)N(CC3CCCCC3)C2)CC1 (stereo not given)	i	-1.99	-1.8
COc1ccc(NC(=O)c2ccc3ncsc3c2)c2ccccc12	i	2.15	1.4
CCOC(=O)C(/C(C)=N/NC(=O)c1ccccc1[N+](=O)[O-])C(C)C (stereo not given)	i	0.58	-0.8
CCCn1c(-c2cccc([N+](=O)[O-])c2)nc2c1c(=O)[nH]c(=O)n2Cc1ccccc1	i	0.67	-1.8
CN1CCN(CC(=O)Nc2c(C(=O)c3ccccc3)oc3ccccc23)CC1	i	-3.02	-0.6
COc1ccc(C(=O)CC(=O)C(=O)Nc2ccc(C)c(Cl)c2)cc1	i	-0.2	-1.9
O=C(OCCNC(=O)c1ccc2ccccc2n1)c1cccnc1	i	-0.54	-0.7
COc1ccc(NC(=O)CN(c2ccc(C)cc2)S(=O)(=O)c2c(C)nn(C)c2C)cc1	i	0	0.2
CCCCCOC(=O)Cn1c(SCC(=O)Nc2ccccc2)nc2c1c(=O)[nH]c(=O)n2C	i	0.75	-0.5
Cc1cccc(C)c1NC(=O)COC(=O)c1ccccc1Nc1ccccc1	i	1.74	-1.1
Cn1c(=O)c(Nc2ccc(Cl)cc2)c2c3c(cccc31)C(=O)c1ccccc1-2	i	-7.08	-0.5
CCCn1c(CNC(=O)Cc2ccccc2)nc2ccccc21	-6.74*	-2.19	-1.0
NNc1nc(-c2ccccc2Cl)nc2ccccc12	i	-1.76	-0.5
COc1ccc(-c2nnc(Nc3ccc(CC(N)=O)cc3)c3ccccc23)cc1	i	1.67	1.0
CCCC(=O)Nc1ccc(C(=O)NNC(=O)COc2ccc(Br)c(C)c2)cc1	i	-0.08	-0.7
CC1=NN(C(=O)c2ccccc2C)C(O)(c2ccc(Cl)cc2)C1 (stereo not given)	i	-1.33	-1.7
CCCCC(=O)Nc1cccc(NC(=S)NC(=O)C(C)C)c1	i	0.98	0.0
O=C(CSc1ncnc2nc[nH]c12)N1CCN(c2ccc(Cl)cc2)CC1	i	-2.33	0.7
Nc1ccc(C(=O)Nc2ccco2)cc1	i	0.09	0.2
Cc1ccc(-c2cc(-c3ccc(F)cc3)nc(N)c2C#N)o1	i	-0.75	-1.5
CCCCOC(=O)NC1(C)CCS(=O)(=O)C1 (stereo not given)	i	0.05	-2.3

Next part (4 carried over from the part before).
SMILES	KCNQ2 inh	Kir21 inh	STK33 kinase inh
O=C(CSc1ncnc2nc[nH]c12)N1CCN(c2ccc(Cl)cc2)CC1	i	-2.33	0.7
Nc1ccc(C(=O)Nc2ccco2)cc1	i	0.09	0.2
Cc1ccc(-c2cc(-c3ccc(F)cc3)nc(N)c2C#N)o1	i	-0.75	-1.5
CCCCOC(=O)NC1(C)CCS(=O)(=O)C1 (stereo not given)	i	0.05	-2.3
COc1ccc(C(=O)CSc2nnc(-c3ccccn3)n2Cc2ccco2)cc1	i	0.52	-1.4
CC(C1CC1)N(Cc1ccccc1)C(=S)Nc1cccc(C(F)(F)F)c1 (stereo not given)	i	-0.62	-1.8
COc1ccc(Oc2ccccc2/C=N/O)cc1	i	-0.1	-0.1
Cc1cccc(OCC(=O)NCCCNC(=O)c2ccc(C)nc2)c1	i	-0.61	-0.4
C/C(Cn1nnc2ccccc21)=N\NC(=O)c1ccc(Br)cc1	i	-1.02	0.1
CCN(CC)CCCNc1ncnc2scc(-c3ccc(F)cc3)c12	i	-1.75	1.0
C=CCOC(=O)C1=C(C)OC(N)=C(C#N)C1c1ccoc1 (stereo not given)	i	-3.23	-0.2
CC(C)[C@H](NC(=O)C1CCCC1)c1nc2ccccc2[nH]1	i	1.02	-0.1
CC(C)C[C@H](NC(=O)c1[nH]cnc1C(=O)N[C@@H](C)c1ccccc1)C(=O)OCc1ccccc1	i	1.71	-0.8
CC1C(=O)N2CCCc3cc(NC(=O)C(=O)NCCc4ccccc4)cc1c32 (stereo not given)	i	0.24	5.0
CCc1nc(CN2CCN(c3ccc(C(F)(F)F)cn3)CC2)c(C)[nH]1	i	0.33	0.1
CCOC(=O)C1C(c2ccccc2Cl)NC(=O)N(C)C1(O)C(F)(F)F (stereo not given)	i	-1.24	-0.4
O=C(NCc1ccc2c(c1)OCO2)C1CCCN1C(=O)Nc1ccc(Cl)cc1 (stereo not given)	i	0.31	-2.2
O=C(CSc1nc2ccccc2s1)Nc1ccc(Cl)c(C(=O)O)c1	i	-1.42	-1.4
COc1ccc(S(=O)(=O)Nc2cccc(F)c2C)cc1C(=O)N1CCOCC1	i	-2.01	1.0
Cc1ccc(N(C(=O)c2ccco2)C(C(=O)NC2CCCC2)c2ccco2)c(C)c1 (stereo not given)	i	-0.88	-1.2
O=C(Nc1ccc(F)cc1Cl)c1ccc2c(=O)n3c(nc2c1)CCC3	i	1.21	.
CN(CC(=O)Nc1ccccc1Br)C(=O)c1cccc(S(=O)(=O)NCc2ccccc2)c1	i	1.2	0.1
Cc1cccc(C)c1NC(=O)COC(=O)c1ccc(N2CCCC2)c([N+](=O)[O-])c1	i	0.29	-0.4
Cn1c(CCN2CCOCC2)nc2cc(NC(=O)COc3ccc([N+](=O)[O-])cc3)ccc21	i	0	0.5
COc1ccc(CN=CC2=C(O)CNC2=O)cc1OC	i	-0.47	0.0
O=C(CSCc1ccc(F)cc1)NCc1ccc(F)cc1	i	0.9	-0.2
CC1=C(C(=O)OC(C)C)C(c2ccc(F)cc2)NC(=O)N1 (stereo not given)	i	-2.76	-1.3
CCOC(=O)/C(C#N)=C\c1c(OCC)n(CC)c2ccccc12	i	-0.08	-1.1
O=C(COc1ccc(Cl)cc1)N1CCN(c2cccc(C(F)(F)F)c2)CC1	i	0.37	-2.0

Profiles as entered above. Order of screens: KCNQ2 inh | Kir21 inh | STK33 kinase inh
Entry for CCOC(=O)/C(C#N)=C\c1c(OCC)n(CC)c2ccccc12 → i | -0.08 | -1.1
Entry for COc1ccc2oc(C(=O)CCC(=O)O)c(N)c2c1 → i | -0.36 | 1.3

Reformatted: entries from further up
COc1cc(N/C=C2\CC(=O)NC(C)=C2C#N)cc(OC)c1OC
- KCNQ2 inh = i
- Kir21 inh = 0.46
- STK33 kinase inh = 0.7

CCCCc1c(O)nc2ccccn2c1=O
- KCNQ2 inh = i
- Kir21 inh = -0.22
- STK33 kinase inh = -0.9

COc1cccc(NC(=S)N2CCC(NC(=O)C3CCCCC3)CC2)c1
- KCNQ2 inh = i
- Kir21 inh = 1.23
- STK33 kinase inh = -1.5

COc1ccc(C)cc1NC(=O)CSc1nnc(CC(=O)Nc2ccccc2F)n1C
- KCNQ2 inh = i
- Kir21 inh = -0.96
- STK33 kinase inh = -1.6

Next section:
SMILES	KCNQ2 inh	Kir21 inh	STK33 kinase inh
Cc1ccc(CCNC(=O)C2CCN(C(=O)N(C)C)CC2)cc1	i	1.11	-3.7
COCc1cc(N2CCOCC2)nc(-c2ccccc2)n1	i	-0.02	-0.7
O=C(N/N=C/c1ccco1)c1cc(-c2ccc(Cl)cc2)n[nH]1	i	-0.01	-1.0
CC(=O)N/C(=C/c1ccc(OS(=O)(=O)c2ccc(C)cc2)cc1)C(=O)Nc1ccc(C(=O)O)cc1	i	2.54	0.7
Cc1nnc(SCC(=O)N2c3ccccc3C(C)(c3ccccc3)CC2(C)C)s1 (stereo not given)	i	-0.64	-2.1
COc1cccc(NC(=O)Cn2c(CCC(=O)O)ccc2-c2cccs2)c1	i	0.74	1.5
CC(C)Oc1ccc2c(=O)c(-c3ccccc3)coc2c1	i	-0.13	-1.4
COc1ccc(CCNC(=O)/C=C/c2ccco2)cc1OC	i	1.03	-0.6
